# Assay outcomes as filed in PubChem.
# MCL1 BIM primary: MCL1-BIM-BH3 interaction inhibition (human); GST-MCL1 / FITC-Bim-BH3 fluorescence polarization; AID 2057; Q07820; hit rate 0.68% among 320,000; inhibition, % at 10.9 µM;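 active means inhibition above the mean inhibition of all tested compounds plus 3 SD, set per campaign, cut at about 40% in these data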;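 further: 0% = DMSO wells and 100% = unlabeled Bim-BH3 peptide control; higher means more loss of mP so more displacement of Bim peptide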
# GLD-1 RNA inh: GLD-1-TGE RNA interaction inhibition (C. elegans). inhibition, % at 5.96 µM. AID 2280. hit rate 0.44% among 320,000. purified GLD-1 + fluorescein TGE RNA, fluorescence polarization. Q17339;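 active means percent inhibition above a per-plate cutoff, the plate mean of test compounds plus 3 SD, cut at about 30% in these data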;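 further: 0% = DMSO wells with GLD-1 and probe and 100% = wells lacking GLD-1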
# AHR act: human AHR activation | P35869 | AHR-responsive luciferase reporter cells, luminescence | activation, % at 5 µM | hit rate 2.5% among 320,000; in the data active means activation above about 47%;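 further: 0% = vehicle wells and 100% = reference agonist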
# BCLXL inh: inhibitors of human Bcl-xL | Q07817 | GST-Bcl-xL / FITC-Bim BH3 peptide fluorescence polarization | inhibition, % at 10.9 µM | hit rate 0.7% among 320,000;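 active means inhibition above the mean of all tested compounds plus 3 SD, cutoff set per campaign, cut at about 30% in these data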;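 further: 0% = DMSO wells and 100% = unlabeled Bim-BH3 peptide competitor; inhibitors lower millipolarization by displacing the labeled peptide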
# Target sequence (Q07817 whole entry, looked up): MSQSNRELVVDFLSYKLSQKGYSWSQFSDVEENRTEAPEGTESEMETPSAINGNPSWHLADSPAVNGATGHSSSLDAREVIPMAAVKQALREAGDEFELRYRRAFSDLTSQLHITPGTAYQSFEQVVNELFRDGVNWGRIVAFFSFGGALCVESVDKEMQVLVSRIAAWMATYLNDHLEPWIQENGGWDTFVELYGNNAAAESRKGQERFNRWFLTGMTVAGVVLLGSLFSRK
# PME-1 inh: PME-1 (human) inhibition; Q9Y570; recombinant PME-1, FP-Rh probe fluorescence polarization; inhibition, % at 5.9 µM; hit rate 0.53% among 320,000; AID 2130;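 active means inhibition above the campaign mean of all compounds plus 3 SD, cut at about 26% in these data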;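 further: competitive labeling of PME-1 active site by serine hydrolase directed probe; 0% = PME-1 with DMSO and 100% = wells lacking PME-1 enzyme; inhibitors block probe labeling so polarization falls and inhibition rises; many of its hits are not listed in these tables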
# Target sequence (Q9Y570 whole entry, looked up): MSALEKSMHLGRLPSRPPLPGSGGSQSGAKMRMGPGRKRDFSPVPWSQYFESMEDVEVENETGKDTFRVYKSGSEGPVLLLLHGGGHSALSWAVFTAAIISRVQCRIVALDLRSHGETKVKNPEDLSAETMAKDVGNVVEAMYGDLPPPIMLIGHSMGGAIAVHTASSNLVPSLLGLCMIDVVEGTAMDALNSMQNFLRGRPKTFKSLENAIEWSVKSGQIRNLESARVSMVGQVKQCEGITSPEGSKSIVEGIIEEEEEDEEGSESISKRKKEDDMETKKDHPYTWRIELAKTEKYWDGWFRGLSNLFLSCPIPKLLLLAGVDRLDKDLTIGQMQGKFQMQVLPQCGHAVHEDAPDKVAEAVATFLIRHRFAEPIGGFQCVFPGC
# Fam108B counter: Fam108B inhibition, counter-screen for RBBP9 inhibitors; recombinant Fam108B, FP-Rh probe fluorescence polarization; inhibition, % at 9.51 µM; hit rate 0.33% among 300,000;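 active means inhibition above the screen mean inhibition plus 3 SD, computed separately per campaign, cut at about 18% in these data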;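 further: inhibitors lower polarization as less probe binds the enzyme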
# pPAFAH inh: pPAFAH (human) enzyme inhibition. inhibition, % at 3.39 µM. AID 463082. Q13093. recombinant pPAFAH, FP-rhodamine probe fluorescence polarization. hit rate 1.5% among 330,000;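 active means inhibition above the mean inhibition across the screen plus 3 SD, cut at about 25% in these data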;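 further: inhibitors block binding of the rhodamine activity-based probe so polarization drops; 0% = enzyme with DMSO and 100% = wells lacking pPAFAH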
# MEX-5 binding: C. elegans MEX-5 TCR-2 RNA binding activity | MEX-5/FITC-TCR2 RNA binding, fluorescence polarization; stronger effect = lower value | hit rate 0.38% among 300,000 | Q9XUB2 | activity score (negative = inhibition of binding), % at 10 µM;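 active means inhibition past about -25% in most replicates, and total fluorescence under double the plate's negative control median, limit read from the data; inconclusive means replicates evenly split on the limit, or fluorescence at least double controls; inactive means too little inhibition in most replicates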;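 further: 0% = DMSO and -100% = 5 µM competing unlabeled TCR2 RNA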
# PAFAH1B2 inh: PAFAH1B2 (human) inhibition | inhibition, % at 3.39 µM | P68402 | recombinant PAFAH1B2, FP-rhodamine activity probe, fluorescence polarization | AID 492953 | hit rate 1.2% among 340,000;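 active means inhibition above the mean of all tested compounds plus 3 SD, cut at about 24% in these data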;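 further: 0% = enzyme with DMSO and 100% = wells lacking PAFAH1B2; many of its hits are not listed in these tables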
# Target sequence (P68402 whole entry, looked up): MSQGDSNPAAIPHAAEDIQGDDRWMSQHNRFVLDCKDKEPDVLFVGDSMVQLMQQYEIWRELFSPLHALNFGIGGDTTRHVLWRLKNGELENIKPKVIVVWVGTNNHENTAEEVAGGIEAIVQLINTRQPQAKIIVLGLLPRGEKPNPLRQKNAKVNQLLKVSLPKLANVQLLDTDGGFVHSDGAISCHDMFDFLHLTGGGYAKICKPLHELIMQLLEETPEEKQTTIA
# An asterisk follows results filed as active; ? = inconclusive; / = no result given. A portion of the library, so the mix of outcomes need not match the whole.
1) COCCNC(=O)NC(=O)COC(=O)C1(c2ccc(Cl)cc2)CC1
2) NC(=S)N=Nc1c(O)n(CCCl)c2ccccc12
3) O=C(N/N=C/c1ccsc1)c1cc2ccccc2o1
4) O=C(N/N=C/c1ccccc1Cl)C1CC1
5) Cc1ccc(-c2cnc(-c3ccccc3C(=O)O)o2)cc1
6) Cc1cc(C)cc(N(C(=O)c2csnn2)C(C(=O)NC2CCCCC2)c2ccncc2)c1 (stereo unspecified)
7) C=CCn1cnc2c(sc3nc(C)cc(C)c32)c1=O
8) COc1cccc(C(=O)Nc2ccccc2)c1
9) CCNc1nc(NCC)nc(NS(=O)(=O)c2ccc(N)cc2)n1
10) COCCn1c(SCc2nc3scc(-c4ccc(Cl)cc4)c3c(=O)[nH]2)nnc1-c1cccc(C)c1
assay / entry	1	2	3	4	5	6	7	8	9	10
MCL1 BIM primary	2	0	9	0	-3	8	3	2	3	-17
GLD-1 RNA inh	3	-12	4	-5	0	2	-2	-1	11	-1
AHR act	0	-1	22	4	3	2	4	9	1	-1
BCLXL inh	1	2	4	0	3	8	-1	5	-1	-2
PME-1 inh	2	7	-4	1	-4	-1	-6	1	-6	4
Fam108B counter	6	1	0	3	2	5	1	0	3	-4
pPAFAH inh	2	0	3	3	2	3	3	2	-3	14
MEX-5 binding	0.0	-3.4	2.3	-0.7	0.2	2.2	1.5	2.2	-1.3	4.0
PAFAH1B2 inh	27*	/	0	-1	-1	2	0	1	0	-3

11) Cc1nc(N2CCN(S(=O)(=O)c3ccc(F)cc3)CC2)c2c(-c3cccs3)csc2n1
12) O=C(O)CCc1nc2cc(C(F)(F)F)ccc2n(Cc2ccccc2)c1=O
13) Cc1cccc(CS(=O)(=O)c2nnc([C@H](Cc3ccccc3)NC(=O)OC(C)(C)C)o2)c1
14) COc1cc2c(cc1OC)CN(C(=O)COc1ccccc1[N+](=O)[O-])CC2
15) O=C1[C@H]2[C@@H](c3ccc(F)cc3)N3C(=O)N(c4cccc(F)c4)C(=O)[C@@]3(Cc3ccc(Cl)cc3)[C@H]2C(=O)N1C1CCCCC1
16) CC(C)(C)c1ccc(S(=O)(=O)N2CCN(Cc3cc4c(cc3O)OCO4)CC2)cc1
17) CCN1CCCC1CN(Cc1cc2ccc(C)cc2[nH]c1=O)C(=S)Nc1ccccc1C(=O)OC (stereo unspecified)
18) Cc1ccc(S(=O)(=O)N2CCN(C(=O)COC(=O)c3oc4ccccc4c3C)CC2)cc1
19) O=C(OCC(=O)c1ccc(Cl)s1)c1cncc(Br)c1
20) C=CCSc1[nH]c(=O)cc(C)c1C(N)=O
assay / entry	11	12	13	14	15	16	17	18	19	20
MCL1 BIM primary	0	-4	-25	-6	-5	-3	3	-2	/	11
GLD-1 RNA inh	-8	4	-91	8	4	3	-1	2	-4	8
AHR act	2	2	1	11	6	0	3	1	5	-2
BCLXL inh	3	3	-13	-6	-3	1	1	-3	/	9
PME-1 inh	-4	2	-6	2	-12	3	-2	25	/	2
Fam108B counter	0	-2	-11	1	-7	/	0	3	/	3
pPAFAH inh	17	2	1	-1	5	21	0	-2	18	1
MEX-5 binding	1.7	-0.6	?	-0.9	3.7	/	1.2	1.3	/	1.3
PAFAH1B2 inh	7	4	6	11	-1	18	2	6	2	-3

# Filtered by structure: the entries above containing an NH in an aromatic ring (three)
10) COCCn1c(SCc2nc3scc(-c4ccc(Cl)cc4)c3c(=O)[nH]2)nnc1-c1cccc(C)c1
17) CCN1CCCC1CN(Cc1cc2ccc(C)cc2[nH]c1=O)C(=S)Nc1ccccc1C(=O)OC (stereo unspecified)
20) C=CCSc1[nH]c(=O)cc(C)c1C(N)=O
assay / entry	10	17	20
MCL1 BIM primary	-17	3	11
GLD-1 RNA inh	-1	-1	8
AHR act	-1	3	-2
BCLXL inh	-2	1	9
PME-1 inh	4	-2	2
Fam108B counter	-4	0	3
pPAFAH inh	14	0	1
MEX-5 binding	4.0	1.2	1.3
PAFAH1B2 inh	-3	2	-3

# Other structures
21) CC(C)Oc1ccc(CN2CCC(n3nccc3NC(=O)C3CC3)CC2)cc1
22) CCC1(CC)NC(=O)N(CC(=O)N2CCN(S(=O)(=O)c3cccc(F)c3)CC2)C1=O
23) Cc1ccc(C(=O)N2CCN(S(=O)(=O)c3ccccc3[N+](=O)[O-])CC2)o1
24) COc1cc(Cl)ccc1OCc1cc(C(=O)N[C@H]2CCCCNC2=O)no1
25) CCC1CCCCN1C(=O)CCCOc1ccccc1 (stereo unspecified)
26) CCCCNC(=O)CSc1nnc(NC(C)=O)s1
27) COc1ccc(N(C)C(=O)c2ccc3nc(-c4ccccc4)c(-c4ccccc4)nc3c2)cc1
28) CC(C)(C)NC(=O)C(c1ccc(O)cc1)N(C(=O)Cn1nnc(-c2ccc(F)cc2)n1)c1ccccc1F (stereo unspecified)
29) CN1C(=O)C(O)(CC(=O)c2cccs2)c2ccccc21 (stereo unspecified)
30) OC1CCCN(c2c3c(nc4cc(-c5cccc(F)c5)nn24)CCCC3)C1 (stereo unspecified)
assay / entry	21	22	23	24	25	26	27	28	29	30
MCL1 BIM primary	2	6	-7	1	2	1	6	-7	11	0
GLD-1 RNA inh	-1	8	0	-2	1	0	4	8	5	6
AHR act	-1	1	0	46	5	0	35	2	1	18
BCLXL inh	0	5	-11	3	4	2	1	-1	2	3
PME-1 inh	4	-1	1	-3	-1	0	-9	-4	1	3
Fam108B counter	3	-1	-4	-1	0	4	1	-2	0	-1
pPAFAH inh	-1	6	3	8	6	-2	9	-4	3	2
MEX-5 binding	0.9	-0.7	5.9	/	-1.1	-1.9	-1.8	0.9	-0.4	1.8
PAFAH1B2 inh	5	2	1	4	10	1	-2	-3	3	0

31) CC1C(c2ccccc2)=NNc2nc3c(c(=O)n(C)c(=O)n3C)n21 (stereo unspecified)
32) N#CCCn1cc(C(=O)O)c(-c2ccc3ccccc3c2)n1
33) COCC1CCCN(C(=O)c2ccc(OC3CCN(Cc4ccccn4)CC3)cc2)C1 (stereo unspecified)
34) CCN(CC(=O)Nc1ccccc1OC)CC(=O)Nc1sccc1C#N
35) O=C(NCc1cccnc1)C(=O)Nc1nc(C23CC4CC(CC(C4)C2)C3)cs1
36) O=C(CN1C(=O)NC2(CCCC2)C1=O)OCc1cc(=O)n2cc(Br)ccc2n1
37) O=c1ccc2cc(S(=O)(=O)N3CCN(c4ccc(Cl)cc4)CC3)ccc2o1
38) Cc1csc2ncc(C(=O)Nc3cccc(C(F)(F)F)c3)c(=O)n12
39) Cc1cc(N/N=C/c2ccc(N(C)C)cc2)nc(NCc2ccccc2)n1
40) CN(C)c1nnnn1-c1cccc(Oc2ncc(C(F)(F)F)cc2Cl)c1
assay / entry	31	32	33	34	35	36	37	38	39	40
MCL1 BIM primary	5	6	6	8	8	17	5	1	8	-5
GLD-1 RNA inh	3	-1	-4	-1	-2	-1	0	3	8	0
AHR act	1	-1	1	3	-1	0	2	23	9	1
BCLXL inh	6	5	2	5	5	5	1	1	7	0
PME-1 inh	1	2	-3	3	-5	2	1	-3	17	-3
Fam108B counter	0	4	-1	0	-2	2	0	1	4	-1
pPAFAH inh	8	1	-8	3	3	1	4	2	9	0
MEX-5 binding	-1.5	0.9	-2.6	1.3	2.2	0.4	0.1	-0.5	0.1	4.2
PAFAH1B2 inh	/	3	4	6	33*	2	6	4	/	12

41) Cc1ccc(-n2nc3c(c2NC(=O)CCC2CCCCC2)CS(=O)C3)cc1 (stereo unspecified)
42) Fc1ccccc1Nc1n[nH]c(=S)s1
43) CCc1cc2c(SCC#N)ncnc2s1
44) Cc1ccn2c(NC(=O)c3ccco3)c(-c3ccccc3)nc2c1
45) Cc1cc(NC(=S)Nc2ccc(C)c(Cl)c2)n[nH]1
46) CC(=O)COC(=O)c1cc(-c2ccc(C)cc2)nc2ccccc12
47) CCc1nnc(NC(=O)Cn2nc(-c3ccc(OC)c(OC)c3)ccc2=O)s1
48) Cc1cc(C)cc(N(CC(=O)N2CCn3c2nc2ccccc23)S(=O)(=O)c2c(C)noc2C)c1
49) COc1cccc(NC(=O)CC(C)=O)c1
50) CN(C(=O)CSc1nc2cc(Cl)ccc2c(=O)n1Cc1ccco1)C1CCS(=O)(=O)C1 (stereo unspecified)
assay / entry	41	42	43	44	45	46	47	48	49	50
MCL1 BIM primary	-5	-11	3	-1	1	14	10	-2	-4	1
GLD-1 RNA inh	5	3	-4	2	0	4	-6	14	-3	-1
AHR act	19	2	0	10	7	6	4	1	3	2
BCLXL inh	-4	4	-3	-1	-7	5	5	-2	0	2
PME-1 inh	-1	-5	-4	-1	15	7	-5	4	6	4
Fam108B counter	1	-1	1	0	1	-5	4	-1	6	2
pPAFAH inh	7	-1	0	4	0	1	-1	2	3	2
MEX-5 binding	2.5	-2.0	0.4	-0.5	-1.0	1.4	1.5	-1.9	0.0	2.0
PAFAH1B2 inh	21	1	5	1	2	-4	2	-6	1	2

# Six of the entries above in order of the PAFAH1B2 inh value, high to low:
No.	Molecule	PAFAH1B2 inh
41	Cc1ccc(-n2nc3c(c2NC(=O)CCC2CCCCC2)CS(=O)C3)cc1 (stereo unspecified)	21
43	CCc1cc2c(SCC#N)ncnc2s1	5
45	Cc1cc(NC(=S)Nc2ccc(C)c(Cl)c2)n[nH]1	2
49	COc1cccc(NC(=O)CC(C)=O)c1	1
46	CC(=O)COC(=O)c1cc(-c2ccc(C)cc2)nc2ccccc12	-4
48	Cc1cc(C)cc(N(CC(=O)N2CCn3c2nc2ccccc23)S(=O)(=O)c2c(C)noc2C)c1	-6

# Other entries follow.
51) COC(=O)CCN1CCC(c2cc(-c3cccc(C(F)(F)F)c3)n[nH]2)CC1
52) CC1CCN(C(=O)c2cc(Cl)ccc2NC(=O)c2ccco2)CC1
53) CC(C)n1c(=S)[nH]c2c1c(=O)[nH]c(=O)n2C
54) CCCNC(=O)COC(=O)c1cc(-c2ccc(OC)cc2)nc2ccccc12
55) CCN(c1ccccc1)S(=O)(=O)c1cccc(C(=O)Nc2ccc(C)cn2)c1
56) CSC1=N/C(=C\c2ccccc2C)C(=O)S1
57) Cn1c(=O)c(-c2cccc(Cl)c2)c(O)c2ccccc21
58) COc1ccccc1-c1ccc(SCc2ccccc2F)nn1
59) Cc1cccc(NC(=O)CSc2nnc(C)c(=O)n2N)c1
60) O=C(O)c1cccnc1SCc1ccccc1Cl
assay / entry	51	52	53	54	55	56	57	58	59	60
MCL1 BIM primary	13	2	-29	3	6	20	-12	-2	13	2
GLD-1 RNA inh	-2	4	-3	-7	12	2	7	7	0	12
AHR act	2	-2	4	11	3	-2	1	9	2	2
BCLXL inh	4	3	-28	-1	6	7	-5	1	9	-2
PME-1 inh	6	6	2	-7	-7	2	-5	-4	2	-3
Fam108B counter	5	2	6	2	2	3	-4	-6	2	5
pPAFAH inh	2	9	-1	-11	8	0	2	5	-3	4
MEX-5 binding	-0.6	2.6	0.3	-0.7	0.7	-2.1	-2.0	2.5	0.9	1.2
PAFAH1B2 inh	-2	1	6	3	2	-3	3	5	2	2
